a7 integrin act: integrin-mediated muscular dystrophy alleviation activation | alpha7betagal myoblasts, beta-gal FDG fluorescence, 48 h | actives 0.064% (n = 350,000) | AID 624291 | Potency, µM (series often up to 38.3 µM), without a hit: at the highest dose activation, most hits filed as activators;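 note: potency is the fitted concentration of half-maximal effect; 100% = response of the positive control SU9516; nearly all actives have a fitted effect of over 60% in size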
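alpha7betagal+/- myoblasts (passage 13, 250/well) treated 48 h at 37C with compounds at 1:260 dilution of DMSO stock. Lysed, then beta-galactosidase activity read as FDG fluorescence (ex 480/em 540) after 30 min, with pre-read for autofluorescence.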
ELG1 genotox: induces genotoxicity in HEK293T cells with luciferase-tagged ELG1; HEK293T ELG1-luciferase reporter, luminescence, 16 h; Potency, µM (titrated, usually from 46 µM), inactives show at the highest dose activity change, positive = activation, most hits filed as activators; actives 1.3% (n = 330,000); AID 504466; note: potency is the fitted concentration of half-maximal effect; % of control where 0% means no effect; nearly all actives have a fitted effect of over 60% in size
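HEK293T cells expressing luciferase-tagged ELG1 were treated with compound or DMSO for 16 hr at 37°C. Luciferase activity was then read after 30 min with ONE-Glo at room temperature; rising signal flags genetic stress.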
PTAP TSG101 blk: blocks PTAP/TSG101 interaction to inhibit HIV-1 budding; Q99816; Potency, µM (titrated, usually from 115 µM), for inactives: at the top dose activity change, negative = inhibition, most hits filed as inhibitors; 340,000 tested, under 10 active; AID 493005; Fluorescence polarization, FITC-PTAP peptide / Tsg101 binding; active = well fitted inhibition curve with a large enough effect in the main read-out, with a control signal flat, not every such curve was filed as active; inconclusive = small, poorly fitted or top-dose-only effect, or effect the other way, or a change in a side signal; inactive = no such curve, though single readings can be large or run the other way; note: potency is the fitted concentration of half-maximal effect; % of control where 0% means no effect
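Compounds were pin-transferred onto Tsg101 binding domain (10 uM final) in HEPES pH 7.5 buffer, then FITC-PTAP peptide was added at 50 nM final. After 20 min at RT, polarization reported peptide displacement across a qHTS concentration series.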
USP2a block: blocks human ubiquitin-specific protease USP2a. O75604. USP2 core, Ub-CHOP2 coupled fluorogenic reporter, 485/531. Potency, µM (highest dose often 38.3 µM), for inactives: at the top dose activity change, negative = inhibition, actives largely listed as inhibitors. actives 0.01% (n = 330,000). AID 463254;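 note: potency is the fitted concentration of half-maximal effect; plate controls were DMSO wells for no effect and full inhibition by NEM control for full effect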
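Cell-free coupled assay: 10nM USP2 core preincubated 30min RT with compound in Tris-HCl pH 8.0/CaCl2/CHAPS buffer, then 25nM Ub-CHOP2 and 25nM reporter substrate; fluorescence (Ex 485/Em 531) read after 60min RT, normalized to NEM inhibition, concentration-response curves fitted.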
B2AR arrestin: agonists driving beta-arrestin recruitment to human beta2-adrenergic receptor | P07550 | beta-arrestin recruitment to beta2AR, cell-based reporter | Potency, µM (series often up to 46.1 µM), inactives show at the highest dose activation, hits mostly activators | actives 0.02% (n = 330,000) | AID 492947;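 note: potency is the fitted concentration of half-maximal effect; 0% = DMSO controls and full agonism = EC100 isoproterenol or metaproterenol; nearly all actives have a fitted effect of over 65% in size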
Target sequence (P07550 whole entry, looked up): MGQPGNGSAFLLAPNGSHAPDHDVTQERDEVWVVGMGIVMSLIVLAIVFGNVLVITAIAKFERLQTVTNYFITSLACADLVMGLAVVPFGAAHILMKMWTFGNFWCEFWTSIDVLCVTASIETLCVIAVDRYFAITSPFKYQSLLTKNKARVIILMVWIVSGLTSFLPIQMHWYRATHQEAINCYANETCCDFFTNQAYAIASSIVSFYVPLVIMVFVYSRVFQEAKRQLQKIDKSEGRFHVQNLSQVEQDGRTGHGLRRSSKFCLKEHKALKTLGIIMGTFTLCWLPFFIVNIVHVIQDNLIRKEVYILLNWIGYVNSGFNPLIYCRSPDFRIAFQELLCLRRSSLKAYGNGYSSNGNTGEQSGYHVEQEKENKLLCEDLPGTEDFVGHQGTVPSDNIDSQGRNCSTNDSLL
TRPV1 ag: activates the human vanilloid receptor TRPV1. Q8NER1. TRPV1-expressing cells, Fluo-8 calcium influx, agonist mode. activation, % at 8.33 µM. actives 0.19% (n = 320,000); in the data active = activation above about 80%; inconclusive = between about 30% and that limit; note: 0% is about no effect
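Fluo-8 calcium influx in TRPV1-expressing cells, kinetic read (ex 480/em 520 nm). Compound added and read 3 min for agonist activity, followed by capsaicin at EC20 final and 2 min further read for enhancement.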
p53 reactivation: restores transcriptional activity of mutant p53; H1299 p53-A138V BP100-luciferase reporter, luminescence, 24 h; Potency, µM (doses to about 92.2 µM), for the others: top-dose activity change, positive = activation, actives largely listed as activators; actives 0.063% (n = 320,000); AID 504706; note: potency is the fitted concentration of half-maximal effect; % of control where 0% means no effect; nearly all actives have a fitted effect of over 45% in size
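p53-null H1299 cells stably carrying temperature-sensitive p53-A138V and a BP100-luciferase reporter were pinned with compounds (4-point, 1:5 series) and held 24 hrs at 37 deg C. Luminescence was read 10 min after detection reagent.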
Eya2 phos inh: inhibitors of human Eya2 phosphatase activity. O00167. recombinant Eya2, OMFP fluorescence dephosphorylation (OMFP is methylfluorescein phosphate). Potency, µM (titrated, usually from 76.9 µM), inactives show at the top dose activity, negative = inhibition, hits mostly inhibitors. actives 0.006% (n = 330,000); note: potency is the fitted concentration of half-maximal effect; % is set by controls: 0 for no effect and ±100 for the full control effect
Target sequence (O00167 whole entry, looked up): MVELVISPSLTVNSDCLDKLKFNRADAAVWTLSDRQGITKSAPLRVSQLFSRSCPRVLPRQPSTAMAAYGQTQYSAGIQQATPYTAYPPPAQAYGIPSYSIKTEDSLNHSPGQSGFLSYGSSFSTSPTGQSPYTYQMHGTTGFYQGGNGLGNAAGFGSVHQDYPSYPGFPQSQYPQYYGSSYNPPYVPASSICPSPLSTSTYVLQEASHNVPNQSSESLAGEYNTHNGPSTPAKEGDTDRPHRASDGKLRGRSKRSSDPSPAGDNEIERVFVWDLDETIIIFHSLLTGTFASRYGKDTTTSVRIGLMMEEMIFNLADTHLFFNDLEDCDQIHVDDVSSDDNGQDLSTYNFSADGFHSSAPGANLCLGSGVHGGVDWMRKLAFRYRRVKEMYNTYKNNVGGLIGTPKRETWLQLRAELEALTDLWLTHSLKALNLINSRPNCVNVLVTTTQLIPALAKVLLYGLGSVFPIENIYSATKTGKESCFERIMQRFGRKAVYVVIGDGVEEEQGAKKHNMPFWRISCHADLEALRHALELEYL
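Eya2 protein (added as 0.2 uM solution) was preincubated with compound for 10 min at ambient temperature in 50 mM HEPES pH 7.5, 50 mM NaCl, 5 uM MgCl2, 0.05% BSA, 1 mM DTT. OMFP (added at 50 uM) then reacted 10 min; fluorescence read at 485/525 nm.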
BRCA1 expr act: increases BRCA1 expression | MCF7-BRCA1-FFLuc reporter, luminescence, 48 h; response scale: scaled: vehicle 0%, 10 µM genistein 100% | Potency, µM (highest dose often 46.1 µM), for inactives: at the top dose activation, actives largely listed as activators | actives 1.1% (n = 380,000) | AID 624202; note: potency is the fitted concentration of half-maximal effect; nearly all actives have a fitted effect of over 80% in size; some results filed as inactive show a strong effect at the top dose
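MCF7-BRCA1-FFLuc cells, 2000/well in phenol-red-free MEM, attached 2 h then treated 48 h at 37 C. Luciferase luminescence read 15 min after reagent; normalized to genistein maximum activation (10microM) and DMSO, concentration-response fitted.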
uPA generation: cell surface uPA generation inhibition. cell surface uPA generation assay, qHTS. Potency, µM (top dose mostly 38.3 µM), for the others: at the top dose activity change, negative = inhibition, actives largely listed as inhibitors. actives 0.31% (n = 330,000); active = well fitted inhibition curve with a large enough effect; inconclusive = small, poorly fitted or top-dose-only effect; inactive = no such curve, though single readings can be large or run the other way; tested in mouse RAW 264.7 cells; note: potency is the fitted concentration of half-maximal effect; % is set by controls: 0 for no effect and ±100 for the full control effect; nearly all actives have a fitted effect of over 55% in size
ASM inhibitor: blocks human secretory acid sphingomyelinase | P17405 | Potency, µM (doses to about 57.5 µM), for the others: top-dose activity change, negative = inhibition, usual class: inhibitors | actives 0.006% (n = 340,000) | AID 504937 | placental ASM, HMU-PC fluorogenic substrate, 60 min; note: potency is the fitted concentration of half-maximal effect
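qHTS format. ASM enzyme prepared from human placenta hydrolyses the fluorogenic substrate HMU-PC0 (9 uM final) over 60 min at 37 °C after a 10 min compound preincubation.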
The depositor's hits bear a star; ? = inconclusive; · = no result given; [ ] = remark or other dose. Unless noted, calls come from the whole dose curve; as a rule, active = well fitted curve in the direction sought with a large enough effect; inconclusive = small, poorly fitted or top-dose-only effect, or another doubt; inactive = no such curve, though single readings can be large; an effect the other way counts as inactive or inconclusive.

1: CN(C(=O)c1ccc2c(=O)n3c(nc2c1)CCCCC3)c1ccccc1Cl
2: Cc1nc(NC(=O)COC(=O)c2cc3c(s2)CCC(C)C3)c(Cl)cc1Cl (stereo not drawn)
3: COc1cccc(CN2CCc3ccc(NC(=O)CCc4ccc(C)cc4)cc3C2)c1O
4: C/C(=N\NC(N)=S)C1(C)CC2(CC(C)(C)OC2=O)C(=O)O1 (stereo not drawn)
5: CCCn1c(SCC(=O)NC(=O)NCc2ccco2)n[nH]c1=O
6: CCN(CC(=O)Nc1cc(Cl)ccc1C)C(=O)c1ccc2c(c1)NC(=O)C(C)S2 (stereo not drawn)
7: O=C(NC1CCN(Cc2ccccc2)CC1)c1ccc(Cn2c(=S)[nH]c3ccc(N4CCOCC4)cc3c2=O)cc1
8: Cc1ccc(S(=O)(=O)Oc2ccc3ccc(O)cc3c2)cc1
entry no. | 1 | 2 | 3 | 4 | 5 | 6 | 7 | 8
a7 integrin act | -8% | -37% | -38% | 20% | · | -18% | -27% | -23%
ELG1 genotox | -1% | -1% | -13% | 0% | 2% | -2% | ? | 1%
PTAP TSG101 blk | -4% | 1% | 1% | -1% | · | -1% | -1% | -5%
USP2a block | 0% | 4% | 0% | 4% | 1% | 0% | -13% | 0%
B2AR arrestin | -0.4% | -1.2% | -0.1% | 0.0% | -0.1% | 0.0% | 0.3% | -0.2%
TRPV1 ag | 8 | -4 | 12 | 1 | -4 | 2 | 0 | -1
p53 reactivation | 3% | 4% | -4% | 0% | 5% | -1% | 13% | ·
Eya2 phos inh | 6% | 8% | -2% | -2% | -14% | -3% | -6% | 0%
BRCA1 expr act | 23% | 16% | -23% | 14% | · | -29% | -66% | 56%
uPA generation | -3% | 2% | -10% | 8% | · | 0% | 0% | 20%
ASM inhibitor | -1% | 0% | 3% | -1% | · | 0% | 33%[activator] | -3%

Single records, as listed above. Order of values: a7 integrin act	ELG1 genotox	PTAP TSG101 blk	USP2a block	B2AR arrestin	TRPV1 ag	p53 reactivation	Eya2 phos inh	BRCA1 expr act	uPA generation	ASM inhibitor
Shown for C/C(=N\NC(N)=S)C1(C)CC2(CC(C)(C)OC2=O)C(=O)O1 (stereo not drawn) = 20%	0%	-1%	4%	0.0%	1	0%	-2%	14%	8%	-1%
Shown for CCN(CC(=O)Nc1cc(Cl)ccc1C)C(=O)c1ccc2c(c1)NC(=O)C(C)S2 (stereo not drawn) = -18%	-2%	-1%	0%	0.0%	2	-1%	-3%	-29%	0%	0%
Shown for CN(C(=O)c1ccc2c(=O)n3c(nc2c1)CCCCC3)c1ccccc1Cl = -8%	-1%	-4%	0%	-0.4%	8	3%	6%	23%	-3%	-1%
Shown for CCCn1c(SCC(=O)NC(=O)NCc2ccco2)n[nH]c1=O = ·	2%	·	1%	-0.1%	-4	5%	-14%	·	·	·
Shown for O=C(NC1CCN(Cc2ccccc2)CC1)c1ccc(Cn2c(=S)[nH]c3ccc(N4CCOCC4)cc3c2=O)cc1 = -27%	?	-1%	-13%	0.3%	0	13%	-6%	-66%	0%	33%[activator]

Next results follow:
9: CCOC(=O)C(NC(=O)Nc1ccc(F)cc1F)(Oc1ccccc1)C(F)(F)F (stereo not drawn)
10: C=CCNC(=S)N/N=C/c1ccc(OCc2ccccc2Cl)cc1
11: CS(=O)(=O)c1cccc(-c2nnc(NC(=O)c3ccc(S(=O)(=O)N4CCCC4)cc3)o2)c1
12: Cn1c(=O)n(C)c2cc(S(=O)(=O)NCCO)ccc21
13: O=C(CCC(=O)Nc1ccc(Br)cc1)N/N=C/c1ccc(O)cc1
14: COc1ccccc1-n1cnc2cc(NCc3ccco3)ccc21
15: O=C(NCCCN1CCCCC1)C1CCCN(c2ncnc3c2nc2n3CCCCC2)C1 (stereo not drawn)
16: CC(=O)N/N=C\c1ccccc1OC/C=C/c1ccccc1
entry no. | 9 | 10 | 11 | 12 | 13 | 14 | 15 | 16
a7 integrin act | 2% | -12% | -1% | 0% | 10% | 5% | 1% | -23%
ELG1 genotox | 0% | 3% | -4% | 3% | -3% | ? | 4% | 16µM*
PTAP TSG101 blk | -1% | -5% | 1% | -9% | -1% | 0% | -1% | ·
USP2a block | 0% | -1% | 0% | 2% | 3% | 3% | 3% | 0%
B2AR arrestin | 1.0% | -0.1% | -0.1% | 0.3% | -0.3% | 0.4% | -0.3% | -1.1%
TRPV1 ag | -10 | -2 | -2 | -3 | 1 | 6 | -1 | -7
p53 reactivation | -11% | -2% | 1% | 5% | -4% | ? | 7% | 18%
Eya2 phos inh | -2% | -22% | -20% | -23% | -13% | -15% | -6% | 15%
BRCA1 expr act | 5% | -1% | -3% | -1% | -19% | -40% | -3% | 2.8µM*
uPA generation | 2% | · | 4% | 2% | -2% | -9% | -2% | -3%
ASM inhibitor | 3% | -16% | -2% | 3% | -6% | 1% | -1% | -5%

17: Cc1cccn2c(=O)c3cc(C(=O)NCC4CCCO4)c(=N)n(C4CCCCC4)c3nc12 (stereo not drawn)
18: COC(=O)c1ccc(OC(=O)c2nn(C)cc2Cl)c(OC)c1
19: COc1ccc(S(=O)(=O)N2CCN(c3cnccn3)CC2)cc1OC
20: CCOC(=O)c1ccccc1NC(=O)CSc1nnc(Cc2cccn2C)n1-c1ccc(F)cc1
21: O=C(CCCc1ccccc1)NCc1ccccn1
22: COc1ccc(S(=O)(=O)/N=C2/NC(=O)/C(=C/c3ccco3)S2)cc1
entry no. | 17 | 18 | 19 | 20 | 21 | 22
a7 integrin act | 0% | 19% | -22% | -33% | 19% | 6%
ELG1 genotox | 0% | 1% | -3% | -4% | 5% | 1%
PTAP TSG101 blk | -10% | -4% | -4% | -4% | 0% | -8%
USP2a block | 0% | 0% | 1% | -1% | 1% | -1%
B2AR arrestin | -0.1% | 0.2% | -0.1% | -0.1% | 0.6% | -0.5%
TRPV1 ag | 91* | 2 | · | 7 | 6 | -5
p53 reactivation | 12% | 10% | 1% | -2% | · | -7%
Eya2 phos inh | -8% | -1% | -2% | 13% | 1% | 9%
BRCA1 expr act | 0% | 2% | -24% | -33% | 0% | -8%
uPA generation | -6% | -2% | -11% | · | 7% | -1%
ASM inhibitor | · | 0% | -2% | -8% | 6% | 4%

3 compounds already listed, sorted by the value under B2AR arrestin, falling:
No.	Compound	B2AR arrestin
21	O=C(CCCc1ccccc1)NCc1ccccn1	0.6%
17	Cc1cccn2c(=O)c3cc(C(=O)NCC4CCCO4)c(=N)n(C4CCCCC4)c3nc12 (stereo not drawn)	-0.1%
22	COc1ccc(S(=O)(=O)/N=C2/NC(=O)/C(=C/c3ccco3)S2)cc1	-0.5%

Assay outcomes (PubChem)
